Screening data from PubChem.
MCL1 BIM primary: inhibitors of MCL1 binding to BIM-BH3, primary screen, biochemical, fluorescence polarization. Induced myeloid leukemia cell differentiation protein Mcl-1 (Homo sapiens), Q07820. GST-MCL1 / FITC-Bim-BH3 fluorescence polarization. inhibition, % at 10.9 µM. 0.68% of 320,000 active. AID 2057, 2009;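 active = inhibition above the mean inhibition of all tested compounds plus 3 SD, set per campaign, cut at about 40% in these data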;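 also: 0% = DMSO wells and 100% = unlabeled Bim-BH3 peptide control; higher means more loss of mP so more displacement of Bim peptide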
Target sequence (Q07820 whole entry, looked up): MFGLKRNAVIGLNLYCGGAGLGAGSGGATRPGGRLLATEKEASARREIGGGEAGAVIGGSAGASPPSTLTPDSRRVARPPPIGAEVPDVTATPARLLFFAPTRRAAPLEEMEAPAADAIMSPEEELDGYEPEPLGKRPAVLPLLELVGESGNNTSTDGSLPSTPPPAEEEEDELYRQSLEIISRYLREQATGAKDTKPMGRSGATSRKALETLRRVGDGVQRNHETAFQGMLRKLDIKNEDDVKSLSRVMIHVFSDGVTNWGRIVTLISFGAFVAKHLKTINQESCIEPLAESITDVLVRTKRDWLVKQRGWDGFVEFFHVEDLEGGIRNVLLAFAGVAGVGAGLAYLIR
Bcl-xL primary: inhibitors of human Bcl-xL, primary screen, biochemical, fluorescence polarization, HTS; AID 2129, 2009; inhibition, % at 10.9 µM; 0.7% of 320,000 active; Bcl-2-like protein 1 (Homo sapiens), Q07817; GST-Bcl-xL / FITC-Bim BH3 peptide fluorescence polarization;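 active = inhibition above the mean of all tested compounds plus 3 SD, cutoff set per campaign, cut at about 30% in these data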;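 also: 0% = DMSO wells and 100% = unlabeled Bim-BH3 peptide competitor; inhibitors lower millipolarization by displacing the labeled peptide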
Target sequence (Q07817 whole entry, looked up): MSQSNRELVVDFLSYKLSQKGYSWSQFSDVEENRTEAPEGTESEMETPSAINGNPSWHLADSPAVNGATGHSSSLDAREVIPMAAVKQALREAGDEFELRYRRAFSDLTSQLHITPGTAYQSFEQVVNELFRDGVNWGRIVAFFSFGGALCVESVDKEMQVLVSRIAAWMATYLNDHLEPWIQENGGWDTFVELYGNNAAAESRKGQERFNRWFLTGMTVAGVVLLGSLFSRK
CR mimetic SO: reduction of superoxide in aged yeast, primary screen, HTS | S. cerevisiae aged cells, superoxide DHE fluorescence; hits give low values | superoxide response (% of plate mean), % at 10 µM | 0.18% of 330,000 active | AID 2690, 2010;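 active = superoxide response under a set limit, about three screen SD below normal, cut at about 65% in these data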;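 also: yeast aged for seven days with compound at 30 °C before DHE staining; 100% = average MFI of all compound-treated wells on the plate with controls excluded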
MEX-5 binding: MEX-5 zinc finger RNA-binding disruptors – biochemical, C. elegans, fluorescence polarization, MLPCN library, primary screen; AID 1832, 2009; Zinc finger protein mex-5 (Caenorhabditis elegans), Q9XUB2; activity score (negative = inhibition of binding), % at 10 µM; 0.38% of 300,000 active; MEX-5/FITC-TCR2 RNA binding; hits give low values;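 active = inhibition past about -25% in most replicates, and total fluorescence under double the plate's negative control median, limit read from the data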;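 also: 0% = DMSO and -100% = 5 µM competing unlabeled TCR2 RNA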
Target sequence (Q9XUB2 whole entry, looked up): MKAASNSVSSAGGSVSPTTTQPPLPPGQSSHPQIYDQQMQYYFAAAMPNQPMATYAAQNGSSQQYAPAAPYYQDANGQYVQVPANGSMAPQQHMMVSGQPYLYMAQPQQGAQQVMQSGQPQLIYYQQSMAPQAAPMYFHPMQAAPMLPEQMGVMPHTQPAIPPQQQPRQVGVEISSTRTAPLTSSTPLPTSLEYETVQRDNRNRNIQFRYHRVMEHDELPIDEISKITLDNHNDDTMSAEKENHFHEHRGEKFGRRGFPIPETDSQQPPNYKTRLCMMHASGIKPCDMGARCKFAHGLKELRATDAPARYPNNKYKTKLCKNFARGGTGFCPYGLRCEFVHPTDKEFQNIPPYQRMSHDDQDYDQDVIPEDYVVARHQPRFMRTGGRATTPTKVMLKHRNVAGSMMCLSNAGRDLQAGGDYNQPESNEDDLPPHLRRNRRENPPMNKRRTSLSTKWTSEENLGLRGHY
GLD-1 RNA inh: GLD-1/TGE RNA complex disruptors, primary screen, biochemical, fluorescence polarization; Female germline-specific tumor suppressor gld-1 (Caenorhabditis elegans), Q17339; purified GLD-1 + fluorescein TGE RNA; inhibition, % at 5.96 µM; 0.44% of 320,000 active;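 active = percent inhibition above a per-plate cutoff, the plate mean of test compounds plus 3 SD, cut at about 30% in these data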;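 also: 0% = DMSO wells with GLD-1 and probe and 100% = wells lacking GLD-1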
ZTA DNA inh: counter-screen for EBNA-1 inhibitors: inhibitors of Epstein-Barr virus ZTA. P03206. ZTA-DNA binding, fluorescence polarization. inhibition, % at 11 µM. 0.15% of 320,000 active. AID 2234; in the data active = inhibition above about 33%
EBNA-1 inhibitor: EBNA-1 DNA-binding inhibitors, primary screen, biochemical, fluorescence polarization. 0.34% of 300,000 active. inhibition, % at 14.8 µM; in the data active = inhibition above about 28%
Efflux pump mplx: inhibitors of Candida efflux pumps in yeast, primary screen, S. cerevisiae, Nile Red, multiplex | S. cerevisiae Candida pump triplex | inhibition, % at 10 µM | 0.44% of 330,000 active;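 active = plate passing quality check with inhibition over a set limit, or well fluorescence over plate mean plus 4 SD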;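 also: Nile Red retained in pooled yeast measured as flow cytometry median fluorescence; 0% = buffer negative control and 100% = Enniatin B positive control; higher means more Nile Red kept so more efflux inhibition; some compounds called inactive have numbers as strong as hits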
Fam108B counter: mouse Fam108B serine hydrolase inhibitors, primary screen, counter-screen for RBBP9 inhibitor project, biochemical, fluorescence polarization; recombinant Fam108B, FP-Rh probe fluorescence polarization; inhibition, % at 9.51 µM; 0.33% of 300,000 active;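 active = inhibition above the screen mean inhibition plus 3 SD, computed separately per campaign, cut at about 18% in these data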;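 also: inhibitors lower polarization as less probe binds the enzyme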
Active calls of the source: *; / = no result given.

Values in the order: MCL1 BIM primary, Bcl-xL primary, CR mimetic SO, MEX-5 binding, GLD-1 RNA inh, ZTA DNA inh, EBNA-1 inhibitor, Efflux pump mplx, Fam108B counter
1: COc1ccc(Cl)cc1N(CC(=O)NC(C(C)C)C(C)C)S(C)(=O)=O
 : 5, 6, 96, 0.4, 2, 1, 2, 0.0, 0
2: Cc1ccc2nc(-c3ccc4c(c3)OCCO4)cc(C(=O)O)c2c1
 : -1, 8, 95, -0.7, 2, -1, -6, 0.0, 3
3: C/C(=N/NC(=O)CNS(=O)(=O)c1ccc(C)cc1)c1cccc([N+](=O)[O-])c1
 : -3, -7, 99, 0.5, -1, 1, 2, 0.1, 1
4: CCNC(=O)COC(=O)/C=C/c1cccc(F)c1
 : 1, -1, 128, 0.9, 2, -10, 2, -0.3, 4
5: Cc1cccc(NC(=S)NC23CN4CN(CN(C4)C2)C3)c1
 : 7, 3, 96, 2.2, 0, -9, -2, 0.1, 0
6: CCOc1ccc(NC(=O)C(C)SC(N)=O)cc1 (stereo not drawn)
 : -5, 4, 101, -4.5, 0, -9, -6, -0.1, -5
7: COc1ccc(CN(C)C(=O)C2CCN(C(=O)Nc3ccccc3)CC2)cc1OC
 : 7, 3, 91, /, 2, -5, /, 0.1, /
8: Cc1ccc(C(=O)N/C(=C/c2ccc(-c3ccc(Br)cc3)o2)C(=O)NC2CCS(=O)(=O)C2)cc1 (stereo not drawn)
 : -7, 3, 117, 1.0, -2, 28, -16, 0.0, -1
9: COc1cn(-c2ccccc2)nc1C(=O)OCC(=O)Nc1ccc(C)c(C)c1
 : 6, 8, 127, /, -3, -9, /, -0.2, /
10: O=C1/C(=C/c2ccc(C(=O)O)cc2)CCC/C1=C\c1ccc(C(=O)O)cc1
 : 3, 2, 89, 2.0, 1, 61*, 3, -0.1, -2
11: Cc1ccsc1/C=C/c1ccc2cccc(O)c2n1
 : -1, 1, 104, -4.4, 1, 3, 6, -0.2, 7
12: CN(C)c1ccc(/C=N/NC(=O)c2nnn(-c3nonc3N)c2CN(C)c2ccccc2)cc1
 : 5, 1, 116, -0.5, -4, 2, -8, -0.1, -3
13: O=C(Nc1c(-c2ccccc2)nc2ccccn12)c1cccs1
 : 8, 7, 103, 1.0, 2, 7, 2, 0.1, -1
14: CCCC(=O)NC(C)c1nc2ccccc2n1C(C)C (stereo not drawn)
 : -6, -2, 89, -0.8, 2, 4, 8, 0.0, -5
15: Cc1cc(SCC(=O)N/N=C/c2ccc(O)c(O)c2O)c(C)cc1Br
 : 51*, 15, 88, 1.2, 11, 3, -2, -0.1, 10
16: CCOC(=O)C1=C(CNC(C)(C)CC(C)(C)C)NC(=O)NC1c1cccc([N+](=O)[O-])c1 (stereo not drawn)
 : 3, 13, 97, 1.1, 10, -9, -2, -0.2, 1
17: CC(=O)Nc1ccc(NC(=O)CSc2nc3ccccc3nc2N2CCC(C)CC2)cc1
 : 3, 2, 98, 2.5, 2, -22, -2, 0.5, -2
18: CCOC(=O)C1=C(C)NC(=O)C(C(N)=O)C12CCCCC2 (stereo not drawn)
 : 1, 4, 101, -1.9, 0, -23, 6, -0.1, 3
19: CCOC(=O)C1CCCN(c2cc(=O)n(-c3ccccc3Cl)c(=O)[nH]2)C1 (stereo not drawn)
 : 11, 19, 80, -3.9, 2, -16, 3, 0.0, -29
20: COCCn1c(C)cc(C2=NNC(=Nc3ccc(F)cc3)SC2)c1C
 : 7, 3, 129, 1.0, 5, -12, -6, 0.6, 10

Limited to Efflux pump mplx (2 entries from above):
nr | SMILES | Efflux pump mplx
13 | O=C(Nc1c(-c2ccccc2)nc2ccccn12)c1cccs1 | 0.1
2 | Cc1ccc2nc(-c3ccc4c(c3)OCCO4)cc(C(=O)O)c2c1 | 0.0

Of the compounds above, these contain a thiophene ring, fused or not:
Values in the order: MCL1 BIM primary, Bcl-xL primary, CR mimetic SO, MEX-5 binding, GLD-1 RNA inh, ZTA DNA inh, EBNA-1 inhibitor, Efflux pump mplx, Fam108B counter
11: Cc1ccsc1/C=C/c1ccc2cccc(O)c2n1
 : -1, 1, 104, -4.4, 1, 3, 6, -0.2, 7
13: O=C(Nc1c(-c2ccccc2)nc2ccccn12)c1cccs1
 : 8, 7, 103, 1.0, 2, 7, 2, 0.1, -1

Later entries.
Values in the order: MCL1 BIM primary, Bcl-xL primary, CR mimetic SO, MEX-5 binding, GLD-1 RNA inh, ZTA DNA inh, EBNA-1 inhibitor, Efflux pump mplx, Fam108B counter
21: CCN1CCc2c(OCc3ccc(C(=O)OC)o3)cccc2C1=O
 : 3, 5, 113, 0.4, 1, -1, -7, -0.1, -6
22: COc1ccc(NS(=O)(=O)c2ccc(N3CCCC3)c(N)c2)cc1
 : 1, 6, 90, 1.9, 2, -8, -9, 0.0, 2
23: CC/C(=C/c1ccccc1)c1cccc2[nH]c3c(OC)cccc3c12
 : 0, 0, 99, 1.7, 4, 12, 8, 0.2, 5
24: Cc1ccc(CN2CCC(n3nccc3NC(=O)C3CCOC3)CC2)cc1C (stereo not drawn)
 : 3, 3, 94, -1.1, -1, 8, 17, 0.0, 0
25: COc1ccc(-c2cc(C(=O)N3CCN(c4ccccc4O)CC3)c3ccccc3n2)cc1OC
 : 3, 7, 104, 0.4, 6, 6, -6, -0.7, 1
26: COc1cc(C(=O)Oc2ccc3ccc(O)cc3c2)cc(OC)c1OC
 : 7, 1, 107, -0.5, 1, -1, 5, 0.0, -1
27: C#CCNC(=O)C1=C[C@H](c2ccc(C(F)(F)F)cc2)C[C@H](OCc2ccc(CO)cc2)O1
 : -6, 0, 90, -2.1, 3, -2, -4, -0.3, -2
28: Cc1ccc(C(=O)c2c[nH]c3c(F)cc(F)cc3c2=O)cc1
 : 5, -2, 106, 3.1, 0, 4, 1, 0.1, -5
29: Cc1ccc(S(=O)(=O)N(C)C)cc1NC(=O)c1ccc2ccccc2n1
 : 1, 5, 112, -4.5, -3, 1, -5, 0.1, -2
30: COc1ccc(Oc2ccc(N/C=C/C(=O)C(C)(C)C)cc2)cc1
 : 6, 5, 94, 1.5, -1, 18, 4, -0.1, 1
31: O=C1C(=O)N(Cc2ccccc2)C(c2cccc(O)c2)/C1=C(\O)c1ccc2c(c1)OCCO2 (stereo not drawn)
 : 0, 1, 111, -0.1, -1, -3, -1, 0.1, 1
32: COc1ccc(S(=O)(=O)Nc2ccc(N(C)C(C)=O)cc2)cc1
 : -5, 0, 110, 0.6, -2, 3, 6, 0.0, 3
33: O=C(NCc1ccc2c(c1)OCO2)c1ccc2c(c1)C(=O)N(CC1CCCO1)C2=O (stereo not drawn)
 : 5, 8, 104, 0.0, 8, -6, 1, 0.1, -7
34: COC(=O)[C@H](Cc1ccccc1)NC(=O)NCCc1ccc(F)cc1
 : -3, 0, 106, 0.4, 5, -8, 0, -0.2, -7
35: Cc1ccc(N(CC(=O)N2CCN(c3ccccc3F)CC2)S(=O)(=O)c2c(C)noc2C)cc1
 : -3, 1, 78, 1.6, -4, -7, -13, 0.5, 1
36: COc1ccccc1-c1noc(-c2ccco2)n1
 : -6, 1, 107, -0.8, 3, -26, 0, 0.0, -2
37: CCOC(=O)C1(CCOC)CCN(Cc2ccc3nonc3c2)CC1
 : 1, 2, 95, 1.0, -6, 12, -2, 0.1, -1
38: Cc1c(Nc2nc3ccccc3nc2N2CCN(c3ccccc3)CC2)c(=O)n(-c2ccccc2)n1C
 : -3, -1, 100, -0.5, 2, -10, 0, 0.2, 4
39: c1coc(C2=NCCc3ccccc32)c1
 : 8, 9, 103, 0.8, 12, 0, 2, -0.1, -4
40: CC(C)N=C(NC#N)SCc1ccccc1
 : 2, 5, 116, -0.3, 10, -4, -6, -0.1, 0

(next part)
no.	SMILES	MCL1 BIM primary	Bcl-xL primary	CR mimetic SO	MEX-5 binding	GLD-1 RNA inh	ZTA DNA inh	EBNA-1 inhibitor	Efflux pump mplx	Fam108B counter
41	COC(=O)[C@H](NC(=O)c1cc(-c2ccccc2)nc2ccccc12)c1ccccc1	-3	-2	105	-0.6	2	-3	2	0.0	-10
42	Cc1ccc(S(=O)(=O)N2CCC(C(=O)N[C@@H](C)C(=O)NC3CCCCC3)CC2)cc1	-2	1	107	1.2	-1	9	-10	0.0	-6
43	O=C(COC(=O)CNC(=O)c1cccc([N+](=O)[O-])c1)NCc1ccco1	1	-1	127	-0.9	-10	-3	-2	0.3	-1
44	CN(C)S(=O)(=O)c1ccc(C(=O)Nc2nnc(SCc3ccccc3)s2)cc1	-5	7	95	1.8	3	8	-5	-0.3	3
45	O=C(Nc1ccc(F)c(Cl)c1)C1CCCC1	3	3	81	0.4	8	2	4	0.0	-1
46	O=c1cc(CO)oc(CN2CCN(c3ccccc3)CC2)c1O	6	1	105	-0.4	3	11	-3	0.0	0
47	C=CCN=C1CC(C)(C)CC(=O)/C1=C(\O)CCCN1C(=O)c2ccccc2C1=O	3	1	86	0.1	0	4	6	-0.1	6
48	COc1ccc(C(=O)N2CCN(c3ccccc3)CC2)cc1S(=O)(=O)N1CCCC1	0	1	91	6.7	5	3	4	6.2*	3
49	CCN(CC)c1nc(-c2ccc(Cl)cc2)cc(C(F)(F)F)c1C#N	2	0	91	0.0	-2	5	6	-0.2	-5
50	CCn1c2ccccc2c2cc(NC(=O)C3CCN(S(=O)(=O)c4cccs4)CC3)ccc21	-5	1	104	-3.4	-1	-12	-9	0.2	9
51	Cc1ccc(S(=O)(=O)NCCC(=O)OCn2nnc3ccccc3c2=O)cc1	3	-2	104	1.3	9	-3	-5	0.0	0
52	Cc1ccc(C2C(C#N)=C(N)Oc3n[nH]c(-c4cccs4)c32)s1 (stereo not drawn)	12	16	96	-2.0	-4	6	-13	0.2	6
53	Cc1ccc(Nc2nc(=O)c3cccnc3s2)cc1	-2	3	134	-3.4	-8	-7	0	-0.2	3
54	Nc1nc(N)c2c(n1)CCCC2	5	4	100	2.6	1	-31	3	-0.3	2
55	N/C(=N\OC(=O)Nc1ccccc1)c1cccc(C(F)(F)F)c1	-4	0	93	-1.0	-3	-2	-4	-0.1	1
56	COc1ccccc1CNC(=O)OCc1nccnc1C(=O)Nc1ccc(Br)cn1	5	2	119	2.5	11	-8	-3	-0.2	4

Full records, looked up by structure. Order of values: MCL1 BIM primary, Bcl-xL primary, CR mimetic SO, MEX-5 binding, GLD-1 RNA inh, ZTA DNA inh, EBNA-1 inhibitor, Efflux pump mplx, Fam108B counter
Record of Cc1ccc(C2C(C#N)=C(N)Oc3n[nH]c(-c4cccs4)c32)s1 (stereo not drawn) → 12, 16, 96, -2.0, -4, 6, -13, 0.2, 6
Record of Nc1nc(N)c2c(n1)CCCC2 → 5, 4, 100, 2.6, 1, -31, 3, -0.3, 2

(further entries)
no.	SMILES	MCL1 BIM primary	Bcl-xL primary	CR mimetic SO	MEX-5 binding	GLD-1 RNA inh	ZTA DNA inh	EBNA-1 inhibitor	Efflux pump mplx	Fam108B counter
57	O=C(Oc1ccc(-c2cnc3ccccc3n2)cc1)c1cccc([N+](=O)[O-])c1	-2	-4	110	-0.6	4	0	-18	0.2	1
58	N#Cc1ccccc1Oc1ccccc1C=O	-1	1	95	-0.4	3	12	-1	0.0	1
59	COc1ccc(C)cc1NC(=O)C1CCC(CNc2c(N3CCOCC3)c(=O)c2=O)CC1 (stereo not drawn)	-2	3	102	-5.2	-3	-4	16	-0.1	2
60	O=C(NC(=S)NC1CCS(=O)(=O)C1)c1ccccc1F (stereo not drawn)	4	4	95	2.6	2	-7	-6	0.1	3
